MC4R ag barr = agonists of human melanocortin 4 receptor (MC4R) beta-arrestin; P32245; U2OS MC4R beta-arrestin complementation, luminescence; percent of melanotan II response, DMSO zero; activation, % at 8.9 µM; 360,000 tested, 0.98% active;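 active = activation above a per-plate cutoff, the mean activation of sample wells on that plate plus 3 SD, cut at about 8% in these data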
Target sequence (P32245 whole entry, looked up): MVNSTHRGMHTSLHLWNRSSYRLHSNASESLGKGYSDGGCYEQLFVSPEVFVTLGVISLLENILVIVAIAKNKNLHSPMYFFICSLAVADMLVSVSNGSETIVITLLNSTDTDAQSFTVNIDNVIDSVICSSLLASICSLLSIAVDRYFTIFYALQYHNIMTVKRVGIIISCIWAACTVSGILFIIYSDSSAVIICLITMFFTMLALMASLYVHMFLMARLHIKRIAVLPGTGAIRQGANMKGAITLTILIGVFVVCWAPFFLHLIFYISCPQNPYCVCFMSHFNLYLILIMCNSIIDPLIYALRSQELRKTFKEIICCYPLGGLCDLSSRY
H9c2 protect = modulators protecting cardiomyocytes from myocardial damage; H9c2 cardiomyocytes, H2O2 injury protection, ATPLite, 2 h; protection from H2O2 cell death, % at 20 µM; 360,000 tested, 0.63% active;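 active = compounds giving at least 50% protection of heart cells from peroxide-induced death in the single-dose screen, raw or plate-pattern-corrected value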;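 note: 0% = DMSO wells with peroxide and 100% = DMSO wells without peroxide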
ABCB6 inh 2 = blocks the human ABCB6 transporter; K562-ABCB6 porphyrin accumulation, flow cytometry, 1 h; stronger effect = lower value; fluorescence ratio to DMSO, % at 10 µM; 360,000 tested, 0.19% active;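 active = fluorescence ratio to DMSO below 75%, the collection mean minus 3 SD; inconclusive = too few cells collected in the well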;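 note: signal is porphyrin accumulated inside mitochondria; 100% equals median channel fluorescence of DMSO control wells; lower ratio means ABCB6 inhibition with less porphyrin fluorescence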
CaV13 ICDI inh = Primary screen for inhibitors of IQ motif and Ca2+-dependent inactivation inhibitor domain binding in CACNA1D, Förster resonance energy transfer in living cells, …; HEK cells, CFP/YFP FRET ICDI-IQ, plate reader, 10 min; percent FRET-ratio fall versus neutral wells; inhibition, % at 12.3 µM; 340,000 tested, 0.098% active;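 active = mean replicate inhibition of at least 30% and at least 1% of replicates passing that level; inconclusive = only one of the two criteria is met; inactive = neither criterion is met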;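 note: 0% = median of the neutral control wells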
m5-HT2A agonist = activates the mouse 5-HT2A serotonin receptor | CHO-K1 mHTR2A beta-arrestin complementation, luminescence; percent of 30 µM serotonin response | activation, % at 7.6 µM | 360,000 tested, 0.66% active;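 active = activation above a run cutoff, the mean activation of all tested compounds plus 3 SD, cut at about 14% in these data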;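 note: 0% = plate median of compound wells and 100% = 30 µM serotonin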
Glyco luc inh = N-linked glycosylation inhibition. D54 ERlucT glycosylation luciferase reporter, 24 h; percent of 100 nM tunicamycin response. reporter increase, % at 12.5 µM. 360,000 tested, 0.23% active. AID 588692;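 active = mean luciferase reporter signal, scaled so untreated is 0 and the glycosylation-blocking control 100, at or above a set limit in every replicate; inconclusive = mean reaches the limit but not every replicate does; inactive = mean below the limit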;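 note: luciferase carries N-glycosylation sites so blocking glycosylation raises the light; 0% = median of neutral control wells and 100% = median of 100 nM tunicamycin wells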
Granule exo inh = lytic granule exocytosis inhibition; TALL-104 LAMP-1 surface exposure, flow cytometry; cells stimulated with thapsigargin and PMA; inhibition, % at 10 µM; 360,000 tested, 0.66% active; AID 651702;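 active = inhibition above about 55%, limit read from the data; inconclusive = no clear call, values can overlap the other calls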
PDI turbidity = blocks human protein disulfide isomerase activity. AID 588391. PDI insulin aggregation turbidity, A650, 90 min. 350,000 tested, 0.052% active. inhibition, % at 10 µM;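 active = mean inhibition across replicates of 30% or more, whatever share of single replicates reach that level; inconclusive = mean inhibition below 30% while every single replicate reaches 30%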;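 note: absorbance from insulin aggregation driven by PDI reduction with DTT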
Target sequence (P07237 whole entry, looked up): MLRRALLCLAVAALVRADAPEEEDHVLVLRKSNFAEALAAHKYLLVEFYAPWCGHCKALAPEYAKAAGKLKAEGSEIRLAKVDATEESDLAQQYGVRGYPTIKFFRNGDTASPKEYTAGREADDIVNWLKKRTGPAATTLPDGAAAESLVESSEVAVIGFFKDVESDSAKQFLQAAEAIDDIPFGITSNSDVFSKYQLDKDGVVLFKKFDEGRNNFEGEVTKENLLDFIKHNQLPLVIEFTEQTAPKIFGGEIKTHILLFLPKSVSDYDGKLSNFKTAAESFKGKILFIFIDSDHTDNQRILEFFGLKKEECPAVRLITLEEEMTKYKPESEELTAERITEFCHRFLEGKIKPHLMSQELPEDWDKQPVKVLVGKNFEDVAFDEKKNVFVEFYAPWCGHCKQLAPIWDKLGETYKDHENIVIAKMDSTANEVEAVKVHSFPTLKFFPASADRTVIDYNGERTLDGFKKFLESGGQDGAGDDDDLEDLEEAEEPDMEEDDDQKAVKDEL
ABHD5-PLIN5 inh = blocks binding of human ABHD5 to perilipin-5; AID 602281; Q00G26+Q8WTS1; inhibition, % at 4 µM; Split G. princeps luciferase complementation, luminescence, 4 h; 360,000 tested, 0.78% active;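 active = inhibition above the mean inhibition across every tested compound plus 3 SD, cut at about 22% in these data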;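 note: 0% = DMSO only wells and the 100% control is not disclosed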
MC4R antagonist = human MC4R antagonism in cAMP assay; P32245; MC4R-expressing cells, MTII-stimulated cAMP, LANCE TR-FRET; inhibition, % at 6.5 µM; 360,000 tested, 0.48% active; AID 540295;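 active = inhibition above its plate's cutoff, the mean of tested wells on that plate plus 3 SD, cut at about 29% in these data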;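 note: 0% = Melanotan II alone and 100% = Melanotan II plus saturating MCL0020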
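Material: U2OS-MC4R stable cell line | Reagent: Melanotan II challenge after compound preincubation | Doses: One concentration, 6.5 µM nominal | Incubation: 30-min compound preincubation, 1-h Melanotan II challenge, 1-h detection, room temperature | Signal: TR-FRET cAMP assay | Replicates: One well per compound, no replicates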
Active calls of the source: *; ? = inconclusive; / = no result given. The order is random (roughly 4.2% active in at least one column).

| no. | smiles | MC4R ag barr | H9c2 protect | ABCB6 inh 2 | CaV13 ICDI inh | m5-HT2A agonist |
| --- | --- | --- | --- | --- | --- | --- |
| 1 | Cc1ccc(C(NC(N)=O)c2ccccc2)cc1 (configuration not stated) | 1.5 | -3.4 | 101.0 | -4.7 | 4.2 |
| 2 | COc1ccc(NC(=O)c2c(C)oc3c2CCCC3)cc1 | 0.3 | 1.4 | 101.0 | -8.8 | -4.3 |
| 3 | O=C(c1cccc(OC2CCN(Cc3ccc(F)cc3)CC2)c1)N1CCCC1 | -3.4 | -1.9 | 104.0 | -17.0 | -9.7 |
| 4 | CC(C)NC(=O)COC(=O)CNC(=O)c1cc(Cl)cc([N+](=O)[O-])c1 | 0.2 | -3.9 | 100.0 | -4.2 | 7.2 |
| 5 | COc1ccc(-c2nc(N)ncc2-c2csc(C)n2)c(O)c1 | 0.9 | 2.7 | 95.0 | -5.2 | 6.5 |
| 6 | Cc1ccc(C)c(OCC(=O)N/N=C/c2ccc(N3CCOCC3)cc2)c1 | 2.4 | 2.8 | 95.0 | -5.8 | 0.3 |
| 7 | N#Cc1cc2cc3c(cc2nc1N1CCCCC1)OCCO3 | -1.8 | -8.7 | 118.0 | -3.3 | -1.5 |
| 8 | Fc1ccccc1NC(=S)N1CCN(c2ccccn2)CC1 | -0.5 | 6.3 | 99.0 | -19.0 | 3.0 |
| 9 | CCOC(=O)C1(C)CCCN(C(=O)COc2ccccc2)C1 (configuration not stated) | -1.1 | 5.4 | 102.0 | -6.4 | 2.1 |
| 10 | Cc1ccc(OC(=O)CCC(=O)OCCCC(F)(F)C(F)(F)F)cc1 | 2.4 | -1.4 | 105.0 | -3.4 | -2.1 |
| 11 | CCC(c1nnc(SCc2nc3ccccc3s2)n1Cc1ccccc1)N(C)C (configuration not stated) | -1.6 | -4.2 | 105.0 | / | -1.9 |
| 12 | Cn1c(SCC(=O)Nc2cc(Cl)cc(Cl)c2)nnc1-c1ccc2nonc2c1 | 35.8* | -7.4 | 102.0 | -4.8 | -1.7 |
| 13 | Cc1cccc(NC(=O)CSc2nc(C)c(Cc3ccccc3)c(=O)[nH]2)c1 | -1.1 | -5.0 | 92.0 | -4.5 | -3.9 |
| 14 | Cc1cccc(C)c1NC(=O)C1c2ccccc2OCC(=O)N1Cc1ccc2c(c1)OCO2 (configuration not stated) | / | / | 96.0 | -5.2 | 1.0 |
| 15 | COc1cc(C)c(S(=O)(=O)NC2CC(C)(C)NC(C)(C)C2)cc1C | 0.8 | 9.9 | 103.0 | -4.5 | 0.4 |

| no. | Glyco luc inh | Granule exo inh | PDI turbidity | ABHD5-PLIN5 inh | MC4R antagonist |
| --- | --- | --- | --- | --- | --- |
| 1 | 0.7 | -2.7 | -8.7 | 4.8 | -6.7 |
| 2 | 0.0 | -1.4 | -4.8 | 3.7 | -0.1 |
| 3 | -1.9 | -1.1 | 0.8 | -3.9 | 10.7 |
| 4 | -0.2 | -1.4 | -8.7 | -3.7 | 9.4 |
| 5 | 1.5 | 3.2 | 0.7 | -1.8 | 6.7 |
| 6 | -1.5 | 22.4 | -0.5 | 1.2 | -3.5 |
| 7 | 3.3 | 3.1 | -1.9 | -12.0 | -6.0 |
| 8 | 3.7 | -4.6 | 5.5 | -3.1 | 3.5 |
| 9 | 0.9 | -5.8 | 0.1 | -3.9 | -3.1 |
| 10 | 2.5 | -3.6 | -7.8 | 3.2 | 1.4 |
| 11 | -4.5 | -1.8 | 7.1 | 0.6 | 1.2 |
| 12 | 8.1 | -6.4 | 14.5 | -4.1 | -6.3 |
| 13 | -1.4 | 1.2 | 7.6 | -1.4 | 11.4 |
| 14 | / | -3.3 | / | 11.2 | / |
| 15 | -0.8 | 6.3 | -0.2 | 3.4 | 23.1 |

A different layout for some results above.
entry	compound	MC4R ag barr	H9c2 protect	ABCB6 inh 2	CaV13 ICDI inh	m5-HT2A agonist	Glyco luc inh	Granule exo inh	PDI turbidity	ABHD5-PLIN5 inh	MC4R antagonist
9	CCOC(=O)C1(C)CCCN(C(=O)COc2ccccc2)C1 (configuration not stated)	-1.1	5.4	102.0	-6.4	2.1	0.9	-5.8	0.1	-3.9	-3.1
10	Cc1ccc(OC(=O)CCC(=O)OCCCC(F)(F)C(F)(F)F)cc1	2.4	-1.4	105.0	-3.4	-2.1	2.5	-3.6	-7.8	3.2	1.4
11	CCC(c1nnc(SCc2nc3ccccc3s2)n1Cc1ccccc1)N(C)C (configuration not stated)	-1.6	-4.2	105.0	/	-1.9	-4.5	-1.8	7.1	0.6	1.2
12	Cn1c(SCC(=O)Nc2cc(Cl)cc(Cl)c2)nnc1-c1ccc2nonc2c1	35.8*	-7.4	102.0	-4.8	-1.7	8.1	-6.4	14.5	-4.1	-6.3
13	Cc1cccc(NC(=O)CSc2nc(C)c(Cc3ccccc3)c(=O)[nH]2)c1	-1.1	-5.0	92.0	-4.5	-3.9	-1.4	1.2	7.6	-1.4	11.4
14	Cc1cccc(C)c1NC(=O)C1c2ccccc2OCC(=O)N1Cc1ccc2c(c1)OCO2 (configuration not stated)	/	/	96.0	-5.2	1.0	/	-3.3	/	11.2	/
15	COc1cc(C)c(S(=O)(=O)NC2CC(C)(C)NC(C)(C)C2)cc1C	0.8	9.9	103.0	-4.5	0.4	-0.8	6.3	-0.2	3.4	23.1

Records above printed as active in MC4R ag barr.
# | Structure | MC4R ag barr | ABCB6 inh 2 | CaV13 ICDI inh | m5-HT2A agonist | Glyco luc inh | Granule exo inh | PDI turbidity | ABHD5-PLIN5 inh | MC4R antagonist
12 | Cn1c(SCC(=O)Nc2cc(Cl)cc(Cl)c2)nnc1-c1ccc2nonc2c1 | 35.8* | 102.0 | -4.8 | -1.7 | 8.1 | -6.4 | 14.5 | -4.1 | -6.3

Remaining list, next part.
| no. | smiles | MC4R ag barr | H9c2 protect | ABCB6 inh 2 | CaV13 ICDI inh | m5-HT2A agonist |
| --- | --- | --- | --- | --- | --- | --- |
| 16 | CCCC(=O)c1c(NC)cc(C)oc1=O | -2.5 | 0.2 | 97.0 | -4.0 | 3.2 |
| 17 | COc1ccnc(-n2cccc2/C=N/O)c1C#N | -1.1 | 8.3 | 101.0 | -2.4 | 5.5 |
| 18 | CCc1ccc(N2CC(C(=O)Nc3nnc(CC)s3)CC2=O)cc1 (configuration not stated) | -2.1 | 5.7 | 103.0 | / | 2.6 |
| 19 | Cc1cnc(NC(=O)CCNC(=O)c2ccccc2Cl)s1 | 0.6 | 3.8 | 101.0 | -4.3 | -1.9 |
| 20 | O=C(CSc1nc2ccccc2[nH]1)N=Nc1c(O)[nH]c2ccccc12 | -1.4 | 14.5 | 96.0 | -9.4 | 5.3 |
| 21 | COC(=O)c1ccc(C(=O)OC)c(NC(=O)COC(=O)C2CCC(C(C)(C)C)CC2)c1 (configuration not stated) | 0.3 | -10.1 | 94.0 | -4.6 | 2.4 |
| 22 | CC(C)c1ccc(-n2nnnc2SCc2nc(N)nc(N)n2)cc1 | 0.0 | -10.1 | 100.0 | -4.5 | 0.2 |
| 23 | COc1cc(/C=N/Nc2nc3c(c(=O)n(C)c(=O)n3C)n2Cc2ccccc2)ccc1OC(=O)c1ccco1 | -4.6 | 34.7 | 89.0 | -4.2 | 3.8 |
| 24 | CCOC(=O)C1CCCN(S(=O)(=O)c2ccc3c(c2)NC(=O)CO3)C1 (configuration not stated) | -1.3 | -5.8 | 96.0 | -5.6 | 4.7 |

| no. | Glyco luc inh | Granule exo inh | PDI turbidity | ABHD5-PLIN5 inh | MC4R antagonist |
| --- | --- | --- | --- | --- | --- |
| 16 | 3.2 | -1.1 | -5.1 | -1.7 | 3.5 |
| 17 | 2.0 | -2.6 | -0.6 | 3.2 | 13.1 |
| 18 | 3.3 | -0.4 | -2.3 | 1.7 | 7.7 |
| 19 | 1.8 | 3.6 | -0.4 | -7.1 | 9.3 |
| 20 | 4.5 | -4.5 | -4.2 | 0.7 | -12.6 |
| 21 | 0.6 | 1.5 | 0.4 | 2.3 | -19.0 |
| 22 | -0.3 | 11.4 | 16.4 | 2.3 | 3.2 |
| 23 | ? | -4.8 | -10.1 | -8.7 | -16.4 |
| 24 | -2.2 | 4.6 | -1.5 | 9.1 | 10.1 |

Screening data deposited in PubChem by several laboratories.
